# Bioassay records from PubChem BioAssay.
# IL1B NFkB pot = enhances IL-1B driven NFkB nuclear translocation; 94,000 tested, 0.3% active; activation, % at 2 µM; HUVEC IL-1B NFkB p65 nuclear translocation imaging;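 active = activation above 40%, about the mean plus 3 SD, also judged a hit on visual image review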;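 also: percent activation is computed from the nuclear over cytoplasmic p65 intensity ratio; values of inactives mirror those of a sister screen read the other way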
# MRP resist rev = MRP-mediated drug resistance reversal. differential viability (reversal), % at 10 µM. H69AR cells + 2 uM doxorubicin, CellTiter-Glo, 72 h. 85,000 tested, 0.04% active;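 active = viability drop by adding the cancer drug above about 55%, with treated viability meeting a 40% cutoff, limit read from the data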;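 also: viability without doxorubicin minus viability with 2 µM doxorubicin for each compound; larger differential means the compound sensitizes cells more to doxorubicin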
# Bcl-B displacement = displacers of TR3 peptide from Bcl-B, primary screen, selectivity assay for Bfl-1 inhibitor project, biochemical, fluorescence polarization. FP displacement of FITC-TR3 peptide from Bcl-B; higher % means a stronger effect. displacement, % at 20 µM, or IC50 in µM where a hit was titrated. 96,000 tested, 0.11% active;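 active = displacement above 50% at 20 µM plus a fluorescence interference ratio under 1.5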;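 also: plate controls were wells without compound for no effect and wells lacking Bcl-B protein for full effect; a part of the inactive calls stands beside numbers as strong as those of hits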
# NFkB transloc inh = blocks IL-1B driven NFkB nuclear translocation in HUVEC cells; 94,000 tested, 0.43% active; inhibition, % at 2 µM; HUVEC IL-1B NFkB p65 nuclear translocation imaging; AID 796;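 active = inhibition above about 30% together with a positive call from visual inspection of the well image, limit read from the data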;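 also: nuclear over cytoplasmic p65 intensity ratio measured by imaging; 0% = IL-1B stimulated DMSO wells and 100% = unstimulated DMSO wells; values of inactives mirror those of a sister screen read the other way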
# PLAP inhibitors HTS = inhibition of human placental alkaline phosphatase – biochemical, luminescence, HTS (AID 690) | purified PLAP, luminescent substrate; higher % means a stronger effect | inhibition, % at 20 µM, or IC50 in µM where a hit was titrated | 96,000 tested, 0.08% active; in the data active = a potency from the dose series; inactive = the rest, 99 in 100 with inhibition below about 30%; also: strong numbers were not always called active
# MRP resist rev cytotoxicity = also measured in MRP resist rev; calls as there; viability, %; H69AR cells, CellTiter-Glo, 72 h; measured here: cytotoxicity without doxorubicin
# MRP resist rev with doxorubicin = further read-out of MRP resist rev, marked with its call; viability, %; measured here: viability with 2 uM doxorubicin; hits give low values
# NFkB transloc inh cell count 2 µM = second read-out of NFkB transloc inh, no call of its own (marks repeat the call); cell count; measured here: cells passing quality filter;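 raw number of nuclei counted in each imaged well without normalization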
# IL1B NFkB pot cell count 2 µM = further read-out of IL1B NFkB pot, marked with its call; cell count; measured here: cells passing quality filter
# Starred values were filed as active, the others as inactive; x = no result given. Only part of the results is shown; rates above refer to the full screens.
1. CNc1oc(-c2ccco2)nc1C#N
2. Cc1cc(/C=C2\SC(N)=NC2=O)c(C)n1-c1ccccc1
3. CCOC(=O)C1CCN(Cc2ccccc2C(F)(F)F)CC1
4. COC(=O)Cn1nc(-c2ccccc2)c2ccccc2c1=O
5. C=CCNC(=O)c1onc(CSc2ccc(OC)cc2)c1C(=O)O
6. CC(=O)Nc1c(C)ccc2nsnc12
7. CCSC1=NC(C)(C)C=C(/C=C/c2ccc(Cl)cc2Cl)N1
8. CCOc1cc(CNc2ccc3cn[nH]c3c2)ccc1OC
9. Cc1cc2occ(CC(=O)O)c2cc1C
10. CCNC(=O)CN(C1CCCCC1)S(=O)(=O)c1ccc(F)cc1

compound no.,1,2,3,4,5,6,7,8,9,10
IL1B NFkB pot,-4,2,x,x,3,-10,x,x,x,21
IL1B NFkB pot cell count 2 µM,88,185,x,x,145,198,x,x,x,152
MRP resist rev,-3,6,-5,-16,x,x,0,8,-3,1
MRP resist rev cytotoxicity,94,81,100,95,x,x,81,78,84,90
MRP resist rev with doxorubicin,98,75,105,110,x,x,81,70,87,89
Bcl-B displacement,0%,-28%,-8%,-8%,-8%,-1%,-15%,-2%,-12%,4%
NFkB transloc inh,4,-2,x,x,-3,10,x,x,x,-21
NFkB transloc inh cell count 2 µM,88,185,x,x,145,198,x,x,x,152
PLAP inhibitors HTS,13%,12%,-75%,9%,0%,10%,-22%,-41%,-6%,-33%

11. O=C1CC(c2cc3c(cc2Br)OCO3)C2=C(CCCC2=O)N1 (stereo not drawn)
12. CC(C(=O)Nc1ccccc1-c1ccccc1)N1CCCCC1 (stereo not drawn)
13. COc1ccc(/C(O)=C2/C(=O)C(=O)N(CCN(C)C)C2c2ccc(F)cc2)cc1Cl (stereo not drawn)
14. CC1(C)C(=O)OC(C(=O)c2ccccc2)C(C)(C)C1=O (stereo not drawn)
15. COCCNC(=O)CSc1nnc2c(Cl)cc(Cl)cn12
16. O=C(COC(=O)c1ccc2c(c1)OCO2)NCc1ccc2c(c1)OCO2
17. C/C(=N\NC(=O)C1COc2ccccc2O1)c1cccs1 (stereo not drawn)
18. CC(Oc1cccc2c1OC(C)(C)C2)C(=O)O (stereo not drawn)
19. CSc1nc(N)nc(SCC(=O)c2ccc(C)cc2)c1C#N
20. C=C(C)Cn1c(SCC#N)nc2ccccc2c1=O

compound no.,11,12,13,14,15,16,17,18,19,20
IL1B NFkB pot,-6,3,7,20,-11,22,9,8,21,16
IL1B NFkB pot cell count 2 µM,93,209,124,136,154,150,118,120,159,154
MRP resist rev,11,-5,-3,1,-8,x,-2,1,-4,24
MRP resist rev cytotoxicity,97,3,92,99,96,x,88,104,57,93
MRP resist rev with doxorubicin,86,8,95,99,104,x,90,103,62,69
Bcl-B displacement,0%,-4%,6%,-2%,1%,-8%,-11%,x,-26%,0%
NFkB transloc inh,6,-3,-7,-20,11,-22,-9,-8,-21,-16
NFkB transloc inh cell count 2 µM,93,209,124,136,154,150,118,120,159,154
PLAP inhibitors HTS,17%,14%,-69%,3%,10%,14%,16%,x,0%,-7%

21. NC(=O)CSc1nnc(C2CC2)n1-c1ccccc1
22. CCOC(=O)C1Cc2c([nH]c3ccccc23)CN1 (stereo not drawn)
23. O=S(=O)(c1ccc(S(=O)(=O)N(Cc2ccc(F)cc2)C2CCCC2)cc1)N1CCCC1
24. Cc1nc2sc(C(c3ccc(Cl)cc3)N3CCOCC3)c(O)n2n1 (stereo not drawn)
25. O=c1c(-c2nc3ccccc3o2)c2oc3ccccc3n2c2ccccc12
26. OCCCNC(=S)Nc1ccc2nc(-c3ccccn3)c(-c3ccccn3)nc2c1
27. O=C(NCSc1ccnc(SCNC(=O)c2ccccc2)n1)c1ccccc1
28. CCN(CC)CCCN1C(=O)C(O)=C(C(=O)c2ccc(C)o2)C1c1cccs1 (stereo not drawn)
29. Cc1ccc(SCc2cc(-c3ccc(Cl)cc3)on2)cc1
30. COc1cc2c(cc1OC)C(=O)CC(C)S2 (stereo not drawn)

compound no.,21,22,23,24,25,26,27,28,29,30
IL1B NFkB pot,6,3,x,-10,-4,-3,31,x,14,-7
IL1B NFkB pot cell count 2 µM,142,95,x,105,172,121,122,x,114,124
MRP resist rev,-8,3,8,7,x,x,13,1,x,x
MRP resist rev cytotoxicity,83,81,79,107,x,x,99,92,x,x
MRP resist rev with doxorubicin,91,78,70,100,x,x,85,91,x,x
Bcl-B displacement,4%,-13%,-15%,2%,-1%,16%,x,-6%,-2%,12%
NFkB transloc inh,-6,-3,x,10,4,3,-31,x,-14,8
NFkB transloc inh cell count 2 µM,142,95,x,105,172,121,122,x,114,124
PLAP inhibitors HTS,4%,-18%,-28%,-20%,20%,-7%,x,-8%,11%,4%

31. Nn1cc(-c2ccccc2)nc1SCC(=O)N1CCN(S(=O)(=O)c2ccc3ccccc3c2)CC1
32. CC1(C(=O)OCC(=O)c2c[nH]c3ccccc23)CC1(Cl)Cl (stereo not drawn)
33. COCC(C)n1c(C)cc(C(=O)COC(=O)c2c(C)nn(-c3ccccc3)c2C)c1C (stereo not drawn)
34. C=CCNC(=O)c1sc(=S)n(-c2ccc(C(=O)OCC)cc2)c1N
35. O=C(CSc1ccccn1)c1ccc2c(c1)OCO2
36. O=C(CCC1COc2ccccc2O1)NCc1ccccc1 (stereo not drawn)
37. COc1ccc(CC(=O)Nc2cccc(-c3nnc(-c4cccc(C)c4)o3)c2)cc1OC
38. CC1=CN2C(=NC(=O)CC2(C)C(=O)N(CC(=O)NC2CCCC2)c2ccccc2C)C=C1 (stereo not drawn)
39. Cc1cccc(-n2c(C)cc(/C=N/n3cnnc3)c2C)c1
40. Cc1cc(Cl)ccc1OCC(=O)Nn1c(C)ccc1C

compound no.,31,32,33,34,35,36,37,38,39,40
IL1B NFkB pot,-29,7,-10,x,2,-7,x,9,-3,4
IL1B NFkB pot cell count 2 µM,188,148,144,x,118,50,x,125,149,141
MRP resist rev,x,x,-2,-1,11,20,6,16,2,-8
MRP resist rev cytotoxicity,x,x,87,94,93,107,41,110,82,82
MRP resist rev with doxorubicin,x,x,88,95,82,87,35,94,80,90
Bcl-B displacement,-1%,-13%,-15%,-12%,-1%,-5%,-13%,x,-42%,-13%
NFkB transloc inh,29,-7,10,x,-2,7,x,-9,3,-4
NFkB transloc inh cell count 2 µM,188,148,144,x,118,50,x,125,149,141
PLAP inhibitors HTS,-9%,12%,-69%,-18%,15%,0%,13%,x,-16%,-35%

# Reformatted as tab-separated lines: 15 of the compounds above
entry	SMILES	IL1B NFkB pot	IL1B NFkB pot cell count 2 µM	MRP resist rev	MRP resist rev cytotoxicity	MRP resist rev with doxorubicin	Bcl-B displacement	NFkB transloc inh	NFkB transloc inh cell count 2 µM	PLAP inhibitors HTS
24	Cc1nc2sc(C(c3ccc(Cl)cc3)N3CCOCC3)c(O)n2n1 (stereo not drawn)	-10	105	7	107	100	2%	10	105	-20%
25	O=c1c(-c2nc3ccccc3o2)c2oc3ccccc3n2c2ccccc12	-4	172	x	x	x	-1%	4	172	20%
26	OCCCNC(=S)Nc1ccc2nc(-c3ccccn3)c(-c3ccccn3)nc2c1	-3	121	x	x	x	16%	3	121	-7%
27	O=C(NCSc1ccnc(SCNC(=O)c2ccccc2)n1)c1ccccc1	31	122	13	99	85	x	-31	122	x
28	CCN(CC)CCCN1C(=O)C(O)=C(C(=O)c2ccc(C)o2)C1c1cccs1 (stereo not drawn)	x	x	1	92	91	-6%	x	x	-8%
29	Cc1ccc(SCc2cc(-c3ccc(Cl)cc3)on2)cc1	14	114	x	x	x	-2%	-14	114	11%
30	COc1cc2c(cc1OC)C(=O)CC(C)S2 (stereo not drawn)	-7	124	x	x	x	12%	8	124	4%
31	Nn1cc(-c2ccccc2)nc1SCC(=O)N1CCN(S(=O)(=O)c2ccc3ccccc3c2)CC1	-29	188	x	x	x	-1%	29	188	-9%
32	CC1(C(=O)OCC(=O)c2c[nH]c3ccccc23)CC1(Cl)Cl (stereo not drawn)	7	148	x	x	x	-13%	-7	148	12%
33	COCC(C)n1c(C)cc(C(=O)COC(=O)c2c(C)nn(-c3ccccc3)c2C)c1C (stereo not drawn)	-10	144	-2	87	88	-15%	10	144	-69%
34	C=CCNC(=O)c1sc(=S)n(-c2ccc(C(=O)OCC)cc2)c1N	x	x	-1	94	95	-12%	x	x	-18%
35	O=C(CSc1ccccn1)c1ccc2c(c1)OCO2	2	118	11	93	82	-1%	-2	118	15%
36	O=C(CCC1COc2ccccc2O1)NCc1ccccc1 (stereo not drawn)	-7	50	20	107	87	-5%	7	50	0%
37	COc1ccc(CC(=O)Nc2cccc(-c3nnc(-c4cccc(C)c4)o3)c2)cc1OC	x	x	6	41	35	-13%	x	x	13%
38	CC1=CN2C(=NC(=O)CC2(C)C(=O)N(CC(=O)NC2CCCC2)c2ccccc2C)C=C1 (stereo not drawn)	9	125	16	110	94	x	-9	125	x

# (list continues)
41. CC(C)C(NC(=O)c1cccc(S(=O)(=O)N2CCOCC2)c1)C(=O)NCCc1ccccn1 (stereo not drawn)
42. CCc1nnc(SCC(=O)Nc2ccc(C(C)=O)cc2)nc1CC
43. Cc1ccc(Cn2c(Sc3nccc(C)n3)nc3c2c(=O)[nH]c(=O)n3C)cc1
44. Cc1c(C(=O)NC2=NCCS2)oc2ccccc12
45. COc1ccccc1CNC(=O)C1CCN(S(=O)(=O)c2c(C)noc2C)CC1
46. COc1cc(/C=C/C(=O)NNc2c(F)c(F)cc(F)c2F)ccc1OC(F)F
47. Cc1c(C(=O)N2CCCCC2)sc(NC(=O)c2ccco2)c1C#N
48. CCC(=O)N1CCc2cc(S(=O)(=O)N3CCc4ccccc43)ccc21
49. Cc1nn(C)c(C)c1NC(=O)CSc1nc(-c2ccccc2Cl)nc2c1cnn2-c1ccccc1
50. Cc1ccc(C(=O)n2nnc3ccccc32)cc1

compound no.,41,42,43,44,45,46,47,48,49,50
IL1B NFkB pot,-14,x,5,19,-15,6,3,5,-6,3
IL1B NFkB pot cell count 2 µM,95,x,119,113,179,197,162,206,161,132
MRP resist rev,3,8,15,-16,10,-1,2,-1,-26,14
MRP resist rev cytotoxicity,101,98,83,59,98,90,88,68,30,92
MRP resist rev with doxorubicin,98,89,68,75,87,91,86,69,56,78
Bcl-B displacement,-4%,26%,8%,-1%,4%,-11%,x,2%,-24%,x
NFkB transloc inh,14,x,-5,-19,15,-6,-3,-5,6,-3
NFkB transloc inh cell count 2 µM,95,x,119,113,179,197,162,206,161,132
PLAP inhibitors HTS,-70%,-37%,-48%,5%,-14%,6%,x,-20%,-42%,x

51. C=C(C)C(=O)OC1(C(F)(F)F)Oc2cc(C)ccc2NC1=O (stereo not drawn)
52. C=CCNC(=O)c1sc(SC)cc1-c1ccc(Cl)cc1
53. CCOc1ccc(C(=O)N2CCSC2=S)cc1
54. Cc1cc(N/C=C/C(=O)c2cccc3ccccc23)no1
55. Nc1ccccc1-c1nc2ccccc2[nH]1

compound no.,51,52,53,54,55
IL1B NFkB pot,4,-1,-13,12,11
IL1B NFkB pot cell count 2 µM,147,150,99,166,114
MRP resist rev,1,x,2,-27,5
MRP resist rev cytotoxicity,2,x,98,46,89
MRP resist rev with doxorubicin,1,x,96,73,84
Bcl-B displacement,-6%,4%,x,-15%,1%
NFkB transloc inh,-4,1,13,-12,-11
NFkB transloc inh cell count 2 µM,147,150,99,166,114
PLAP inhibitors HTS,-11%,13%,x,12%,5%
